# From PubChem
# Bcl-2 Bim block = human Bim-Bcl-2 interaction inhibition | inhibition, % at 10 µM | Bead-based flow cytometry, Bim peptide-Bcl-2 binding | P10415 | 0.06% of 190,000 active; in the data active = inhibition above about 40%; inconclusive = no clear call, values can overlap the other calls;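 note: 0% = no compound wells with probe peptide and 100% = reference peptide inhibitor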
# Bim-Bcl-B = human Bim-Bcl-B interaction inhibition. inhibition, % at 10 µM. bead-based flow cytometry, Bim peptide-Bcl-B binding. 0.073% of 190,000 active;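 note: 0% = tracer peptide without compound and 100% = reference inhibitor peptide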
# RGS8-Gao = regulators of human RGS8-Galphao interaction; P09471; multiplexed bead flow cytometry, RGS8-Galphao binding; actives lie on both sides; response (percent of control binding), % at 10 µM; 0.34% of 220,000 active; AID 1423; in the data active = response below about 60% or above about 140%; inactive = in between;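 note: Galphao activated as the GDP aluminium fluoride complex binding bead-coupled RGS8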
# Target sequence (P09471 whole entry, looked up): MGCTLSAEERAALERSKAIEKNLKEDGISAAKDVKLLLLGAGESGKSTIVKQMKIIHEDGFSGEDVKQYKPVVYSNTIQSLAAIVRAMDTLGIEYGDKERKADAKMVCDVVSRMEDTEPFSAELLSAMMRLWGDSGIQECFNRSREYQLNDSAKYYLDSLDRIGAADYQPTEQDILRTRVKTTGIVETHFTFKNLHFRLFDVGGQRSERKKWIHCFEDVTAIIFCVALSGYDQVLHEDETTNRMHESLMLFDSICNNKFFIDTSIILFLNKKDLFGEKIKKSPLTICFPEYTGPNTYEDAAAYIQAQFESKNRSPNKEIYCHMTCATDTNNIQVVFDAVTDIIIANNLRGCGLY
# RGS4-Gao reg = human RGS4-Galphao interaction regulation; binding response (% of control), % at 10 µM; AID 1415; 0.33% of 220,000 active; P09471; Multiplexed bead flow cytometry, RGS4-Galphao binding; actives lie on both sides; in the data active = binding response below about 49% or above about 150%; inactive = in between;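 note: fluorescent Galphao activated with aluminum fluoride binding bead-coupled RGS4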
# Bfl-1 Bim block = inhibitors of Bim-Bfl-1 interaction, human | Bead-based flow cytometry, Bim-Bfl-1 binding inhibition | inhibition, % at 10 µM | 0.12% of 190,000 active | AID 1008;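 note: 0% = wells without compound plus tracer and 100% = blocker peptide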
# ABCG2 inh = blocks JC-1 efflux by human ABCG2 transporter; Q9UNQ0; IgMXP3 cells, flow cytometry; inhibition, % at 6.6 µM; 0.1% of 190,000 active;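 active = inhibition above 80%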;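 note: 0% = DMSO and 100% = nicardipine control wells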
#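 Assay system – ABCG2 IgMXP3 and barcoded ABCB1 CCRF-Adr cell mix · Input – 3 million cells/mL in well · Reagent – JC-1 fluorescent substrate · Compound – single test compound dose, 6.6 µM final · Timing – 10 min exposure at 25 °C with rotation, no wash · Detection – flow cytometry of retained JC-1 fluorescence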
# Bcl-XL Bim block = disrupts Bim peptide binding to human Bcl-XL; inhibition, % at 10 µM; 0.04% of 190,000 active; bead flow cytometry, fluorescence
# Target sequence (Q07817 whole entry, looked up): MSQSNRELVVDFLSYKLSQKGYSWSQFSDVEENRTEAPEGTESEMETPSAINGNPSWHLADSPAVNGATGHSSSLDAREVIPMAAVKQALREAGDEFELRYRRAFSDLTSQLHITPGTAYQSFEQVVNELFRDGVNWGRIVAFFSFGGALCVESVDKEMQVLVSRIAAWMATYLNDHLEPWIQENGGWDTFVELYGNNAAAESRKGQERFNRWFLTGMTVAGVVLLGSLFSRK
# Bim-Bcl-W = human Bim-Bcl-W interaction inhibition | bead-based flow cytometry, Bim peptide-Bcl-W binding | 0.02% of 190,000 active | Q92843 | inhibition, % at 10 µM;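 note: 0% = bound tracer without compound and 100% = peptide blocker; higher means less fluorescent Bim peptide bound to Bcl-W beads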
# ABCB1 block = inhibitors of human ABCB1 transporter, ABCG2 counter-screen. 0.067% of 190,000 active. AID 1326. inhibition, % at 6.6 µM. CCRF-Adr cells, JC-1 efflux, flow cytometry. P08183; in the data active = inhibition above about 40%;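 note: 0% = vehicle and 100% = reference inhibitor; higher value means more JC-1 retained so stronger ABCB1 efflux block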
# GSH bead fluor = compound fluoresces at 488/530 nm on GSH beads; GSH beads flow cytometry, compound fluorescence 488/530 nm; active compounds read high; fluorescence (KMESF) at 10 µM; 0.25% of 190,000 active; in the data active = fluorescence above about 89;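 note: glutathione beads carrying GST-tagged Bcl family fusion proteins plus one bare bead set; values are compound well signal with DMSO vehicle wells as background; inactives centre near 16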
# RGS7-Gao reg = regulators of human RGS7-Galphao interaction; Multiplexed bead flow cytometry, RGS7-Galphao binding; actives lie on both sides; P09471; binding response (% of control), % at 10 µM; 0.35% of 220,000 active; in the data active = binding response below about 49% or above about 150%; inconclusive = no clear call, values can overlap the other calls; inactive = in between;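 note: fluorescent Galphao held in activated GDP-AlF4 state binding bead-coupled RGS7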
# An asterisk follows results filed as active; ? = inconclusive. Cut-off read from the data, not from the text of the source, unless noted: active = inhibition above about 40%. Outcome played no part in choosing rows, and some 1.1% of all compounds hit somewhere here.
SMILES,Bcl-2 Bim block,Bim-Bcl-B,RGS8-Gao,RGS4-Gao reg,Bfl-1 Bim block,ABCG2 inh,Bcl-XL Bim block,Bim-Bcl-W,ABCB1 block,GSH bead fluor,RGS7-Gao reg
CCOC(=O)c1c(C)oc2ccc(OC(=O)COc3c(F)c(F)c(F)c(F)c3F)cc12,-3.0,-5.0,106.5,103.2,0.0,1.7,-4.0,-2.0,0.7,29,103.0
COc1ccc(CNC(=O)COC(=O)/C=C/c2ccc(Cl)cc2)cc1,-2.0,-7.0,100.9,99.3,-5.0,9.8,-4.0,-4.0,1.4,16,?
C=CCN(C(=O)c1ccccn1)C(C(=O)NCc1ccccc1)c1ccccc1F (stereo not drawn),-4.0,-4.0,103.4,98.5,0.0,4.5,0.0,0.0,1.8,26,93.8
CC(=O)c1ccc(N2CCN(CC(=O)Nc3ccc(N4CCOCC4)cc3)CC2)cc1,-2.0,1.0,89.2,85.7,0.0,-1.0,-6.0,-3.0,-0.1,70,89.8
Cc1ccc2c(c1)N(CC(=O)N(Cc1ccccn1)Cc1ccco1)C(=O)C(C(C)C)O2 (stereo not drawn),7.0,-7.0,103.6,97.0,3.0,12.2,0.0,-3.0,2.3,16,97.3
Cc1ccc(-c2nc(N)n(S(=O)(=O)c3ccc(C)cc3)n2)cc1,0.0,-2.0,101.0,100.5,5.0,-1.1,-6.0,-7.0,-0.1,9,106.4
Cc1ccc(C(=O)CSc2nnnn2C(C)C)c(C)c1,0.0,0.0,95.5,97.7,-1.0,6.2,-18.0,-1.0,0.9,36,96.0
COc1cc(NC(=O)C2CCCCC2)c(OC)cc1NC(=O)CN1CCCCC1,-6.0,-6.0,101.5,101.2,-11.0,3.3,-1.0,4.0,0.7,55,98.6
O=C(Cn1c2ccccc2c(=O)c2ccccc21)N/N=C/c1cc([N+](=O)[O-])ccc1N1CCCCC1,-9.0,-36.0,102.4,104.8,0.0,2.9,-7.0,-8.0,0.2,10,102.1
COc1ccccc1C(c1nnnn1CC1CCCO1)N1CCC(C(N)=O)CC1 (stereo not drawn),-3.0,-6.0,100.3,101.2,-2.0,2.9,-6.0,-2.0,0.6,15,100.8
CCOC(=O)C1C(=O)C=C(Nc2ccccc2F)CC1c1ccccc1 (stereo not drawn),-11.0,-15.0,98.5,97.7,-16.0,7.8,-11.0,-8.0,0.6,12,101.0
FC(F)Oc1ccc(NC(=S)Nn2cnnc2)cc1,-2.0,-51.0,95.8,96.7,15.0,-3.4,-7.0,0.0,-1.1,17,100.2

# In the list so far, these have sulfur:
SMILES,Bcl-2 Bim block,Bim-Bcl-B,RGS8-Gao,RGS4-Gao reg,Bfl-1 Bim block,ABCG2 inh,Bcl-XL Bim block,Bim-Bcl-W,ABCB1 block,GSH bead fluor,RGS7-Gao reg
Cc1ccc(-c2nc(N)n(S(=O)(=O)c3ccc(C)cc3)n2)cc1,0.0,-2.0,101.0,100.5,5.0,-1.1,-6.0,-7.0,-0.1,9,106.4
Cc1ccc(C(=O)CSc2nnnn2C(C)C)c(C)c1,0.0,0.0,95.5,97.7,-1.0,6.2,-18.0,-1.0,0.9,36,96.0
FC(F)Oc1ccc(NC(=S)Nn2cnnc2)cc1,-2.0,-51.0,95.8,96.7,15.0,-3.4,-7.0,0.0,-1.1,17,100.2

# Further results
SMILES,Bcl-2 Bim block,Bim-Bcl-B,RGS8-Gao,RGS4-Gao reg,Bfl-1 Bim block,ABCG2 inh,Bcl-XL Bim block,Bim-Bcl-W,ABCB1 block,GSH bead fluor,RGS7-Gao reg
CC1=Nc2ccc(C)cc2N(Cc2ccccc2)C(=O)C1,-11.0,-13.0,102.2,124.2,-13.0,1.8,-6.0,-5.0,1.1,30,134.2
CSCCC(NS(=O)(=O)c1ccc(Br)cc1)C(=O)OCC(=O)NC1CC1 (stereo not drawn),-5.0,0.0,100.1,92.7,-7.0,-0.5,-4.0,-3.0,0.1,13,100.1
CC(=O)[C@@H]1[C@@H]2C(=O)N(c3ccc(F)c(Cl)c3)C(=O)[C@@H]2C2c3ccccc3C=CN21 (stereo partly drawn),-9.0,-8.0,101.2,102.3,-13.0,5.2,-6.0,-2.0,0.4,23,99.3
Cc1cccn2cc(-c3cc4ccccc4oc3=O)nc12,-1.0,-1.0,105.8,101.5,-2.0,7.7,0.0,0.0,0.8,22,104.7
O=C(CSc1ccccn1)N1CCOCC1,-6.0,-9.0,101.3,98.5,-5.0,-0.7,-14.0,-13.0,0.4,18,98.4
CC(C)c1ccc(NC(=O)c2sccc2-n2cccc2)cc1,-3.0,-4.0,101.4,100.8,-4.0,1.6,-1.0,-3.0,0.0,11,96.5
Nc1ncnc(Oc2cccc(C(F)(F)F)c2)c1[N+](=O)[O-],-2.0,-5.0,100.2,100.2,-6.0,3.8,-5.0,-2.0,0.6,11,101.1
O=C(c1ccc(CS(=O)(=O)c2c(Cl)cccc2Cl)o1)N1CCN(c2ccccn2)CC1,-9.0,-9.0,94.7,92.4,-12.0,-0.3,-5.0,1.0,-0.9,18,94.5

# By substructure: the compounds so far with an aryl thioether with sulfur outside any ring
SMILES,Bcl-2 Bim block,Bim-Bcl-B,RGS8-Gao,RGS4-Gao reg,Bfl-1 Bim block,ABCG2 inh,Bcl-XL Bim block,Bim-Bcl-W,ABCB1 block,GSH bead fluor,RGS7-Gao reg
Cc1ccc(C(=O)CSc2nnnn2C(C)C)c(C)c1,0.0,0.0,95.5,97.7,-1.0,6.2,-18.0,-1.0,0.9,36,96.0
O=C(CSc1ccccn1)N1CCOCC1,-6.0,-9.0,101.3,98.5,-5.0,-0.7,-14.0,-13.0,0.4,18,98.4

# No new results follow: entries from further up.
SMILES,Bcl-2 Bim block,Bim-Bcl-B,RGS8-Gao,RGS4-Gao reg,Bfl-1 Bim block,ABCG2 inh,Bcl-XL Bim block,Bim-Bcl-W,ABCB1 block,GSH bead fluor,RGS7-Gao reg
Cc1ccc(C(=O)CSc2nnnn2C(C)C)c(C)c1,0.0,0.0,95.5,97.7,-1.0,6.2,-18.0,-1.0,0.9,36,96.0
COc1cc(NC(=O)C2CCCCC2)c(OC)cc1NC(=O)CN1CCCCC1,-6.0,-6.0,101.5,101.2,-11.0,3.3,-1.0,4.0,0.7,55,98.6
